GoLoco inh red: blocks human Gai1 binding to RGS12 GoLoco peptide, red readout; P63096; Gai1:RGS12 GoLoco peptide FP, rhodamine, 10 min; Potency, µM (series often up to 61.6 µM), without a hit: at the highest dose activity, negative = inhibition, hits mostly inhibitors; 230,000 compounds, 0.44% hits; AID 880; active means well fitted inhibition curve with a large enough effect, not every such curve was filed as active; inactive means no such curve, though single readings can be large or run the other way; further: nearly all actives have a fitted effect of over 30% in size; many of its hits are not listed in these tables
TRb SRC2 PPI: TRbeta-SRC2 interaction inhibition | P10828 | TRbeta-SRC2 peptide binding, fluorescence polarization; receptor liganded with 1 µM T3 | Potency, µM (top dose mostly 106 µM), for the others: at the highest dose activity change, negative = inhibition, hits mostly inhibitors | 280,000 compounds, 0.065% hits | AID 1469;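 further: plate controls were bound peptide for no effect and peptide without receptor for full effect; nearly all actives have a fitted effect of over 50% in size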
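Read-out is fluorescence polarization (555 nm excitation, 632 nm emission) of a Texas Red SRC2 coactivator peptide; loss of signal reflects blocked binding to human TRb ligand-binding domain in the presence of 1 uM T3.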
RECQ1 helicase: inhibitors of human RECQ1 DNA helicase; 240,000 compounds, 0.54% hits; Potency, µM (series often up to 57.3 µM), for inactives: at the top dose activity, negative = inhibition, most hits filed as inhibitors; RECQ1 DNA unwinding, red fluorescence kinetic read;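 further: plate controls were vehicle for no effect and no enzyme for full effect; nearly all actives have a fitted effect of over 30% in size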
Target sequence (P46063 whole entry, looked up): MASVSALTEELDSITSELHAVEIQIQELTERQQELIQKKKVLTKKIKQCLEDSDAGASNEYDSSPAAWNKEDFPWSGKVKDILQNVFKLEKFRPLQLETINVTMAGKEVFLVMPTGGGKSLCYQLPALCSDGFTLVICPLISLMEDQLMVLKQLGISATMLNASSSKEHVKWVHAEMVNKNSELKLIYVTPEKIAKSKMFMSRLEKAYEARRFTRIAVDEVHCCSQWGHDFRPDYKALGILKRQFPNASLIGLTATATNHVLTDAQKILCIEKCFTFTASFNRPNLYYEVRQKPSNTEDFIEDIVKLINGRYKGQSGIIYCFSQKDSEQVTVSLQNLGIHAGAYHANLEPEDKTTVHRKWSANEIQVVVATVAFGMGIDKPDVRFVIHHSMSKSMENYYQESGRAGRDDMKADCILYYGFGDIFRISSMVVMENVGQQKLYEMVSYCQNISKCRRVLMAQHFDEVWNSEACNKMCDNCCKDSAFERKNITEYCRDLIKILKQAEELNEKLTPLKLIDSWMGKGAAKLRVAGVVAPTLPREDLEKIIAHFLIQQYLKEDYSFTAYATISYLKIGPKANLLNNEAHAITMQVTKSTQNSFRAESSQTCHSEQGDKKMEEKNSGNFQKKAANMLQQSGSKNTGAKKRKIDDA
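RECQ1T1 50 nM; forked duplex (20 bp + 30-nt ss tails) 200 nM, ATP 2 mM final; pH 8.0, 2 mM MgCl2, 2.5 ug/ml poly(dI-dC); 15 min compound preincubation; discontinuous kinetic read over 2 h at RT.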
KDM4E inh: inhibitors of human JMJD2E histone demethylase; JMJD2E catalytic domain, FDH-coupled NADH fluorescence (FDH is formaldehyde dehydrogenase); Potency, µM (highest dose often 57.1 µM), without a hit: at the highest dose activity change, negative = inhibition, usual class: inhibitors; B2RXH2; 230,000 compounds, 1.6% hits; active means well fitted inhibition curve with a large enough effect, not every such curve was filed as active; inconclusive means small, poorly fitted or top-dose-only effect, or another doubt; inactive means no such curve, though single readings can be large or run the other way;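 further: 0% = wells with enzyme and -100% = buffer wells without enzyme; nearly all actives have a fitted effect of over 50% in size; many of its hits are not listed in these tables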
Target sequence (B2RXH2 1-337 limits assumed): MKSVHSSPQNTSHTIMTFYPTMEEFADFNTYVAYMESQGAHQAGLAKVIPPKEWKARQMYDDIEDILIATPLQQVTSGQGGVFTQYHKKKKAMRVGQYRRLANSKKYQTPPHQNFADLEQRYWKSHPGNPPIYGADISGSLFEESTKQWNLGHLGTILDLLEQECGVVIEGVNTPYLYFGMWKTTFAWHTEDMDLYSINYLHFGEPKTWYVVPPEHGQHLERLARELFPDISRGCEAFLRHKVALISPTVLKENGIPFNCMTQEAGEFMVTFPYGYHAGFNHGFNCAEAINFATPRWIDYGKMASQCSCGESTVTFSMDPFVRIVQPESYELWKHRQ
L3MBTL1 block: L3MBTL1 (human) inhibition. Q9Y468. AlphaScreen L3MBTL1–H3K9me1 peptide binding. Potency, µM (top dose mostly 57.1 µM), without a hit: top-dose activity, negative = inhibition, actives largely listed as inhibitors. 230,000 compounds, 0.66% hits. AID 485360; further: nearly all actives have a fitted effect of over 60% in size
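AlphaScreen proximity signal between nickel-chelate acceptor and streptavidin donor beads (final 10 ug/mL) reports binding of 50 nM L3MBTL1 to 75 nM biotin-H3 K9me1 peptide; complex incubated with compounds 30 min at room temperature; cefsulodin titration as control.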
Tau fibril FP: inhibitors of human tau fibril formation; K18 P301L tau heparin fibrillization, Alexa594 FP, 6 h; 280,000 compounds, 0.39% hits; Potency, µM (series often up to 57.7 µM), for the others: at the highest dose activity, negative = inhibition, most hits filed as inhibitors; AID 1468; P10636; further: nearly all actives have a fitted effect of over 55% in size
Target sequence (P10636 561-689 P618L limits assumed): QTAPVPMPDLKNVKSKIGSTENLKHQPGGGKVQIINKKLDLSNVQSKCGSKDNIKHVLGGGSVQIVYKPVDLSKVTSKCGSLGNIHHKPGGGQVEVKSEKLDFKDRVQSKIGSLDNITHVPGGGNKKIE
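FP of Alexa 594-tau after heparin (20 uM) induction. Substrate: human K18 P301L, 15 uM unlabeled, 0.24 uM labeled. Buffer 100 mM sodium acetate pH 7. 6 hr, 37 C.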
Tau fibril ThT: tau fibrillization inhibition (ThT binding) | 270,000 compounds, 2.1% hits | recombinant tau K18 P301L (four-repeat tau fragment), heparin-induced fibrillization, ThT fluorescence | P10636 | Potency, µM (highest dose often 57.4 µM), without a hit: at the top dose activity, negative = inhibition, actives largely listed as inhibitors; further: nearly all actives have a fitted effect of over 55% in size
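In this qHTS, human K18 P301L tau is incubated with compound and heparin for 6 hr at 37 C, and Thioflavin T fluorescence then reports fibril load.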
TR SRC2 fluor cs: counter-screen for TRb-SRC2 inhibitors: fluorescence interference. TRb/SRC2 Texas Red total fluorescence interference. Potency, µM (doses to about 106 µM), inactives show at the highest dose fluorescence change, negative = quenching. 280,000 compounds, 0.29% hits; active means well fitted curve in either direction with a large enough effect; inconclusive means small, poorly fitted or top-dose-only effect
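Flags fluorescent or light-absorbing compounds by total fluorescence, S + 2P, at 555 nm excitation and 632 nm emission. Mixture: 20 nM Texas Red SRC2 peptide, 0.6 uM human TRb LBD, 1 uM T3, 5% DMSO; compound exposure 5 h at ambient temperature.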
* marks the source's active call; other numbers are inactive results; i = inactive; ? = inconclusive; nt = no result given; [ ] = another dose, or the depositor's remark. Unless noted, the call rests on the fitted dose curve; in most records, active means well fitted curve in the direction sought with a large enough effect; inconclusive means small, poorly fitted or top-dose-only effect, or another doubt; inactive means no such curve, though single readings can be large; an effect the other way counts as inactive or inconclusive. Unless noted, on the % scale 0 is the no-effect control and ±100 the full control effect; potency means the concentration at half of the fitted maximal effect. Some of the compounds tested (hit frequency here may not be typical).

No. | SMILES | Tau fibril FP | KDM4E inh | L3MBTL1 block | TRb SRC2 PPI | RECQ1 helicase | Tau fibril ThT | GoLoco inh red | TR SRC2 fluor cs
1 | COc1cc(SC)ccc1C(=O)NCCN1CCOCC1 | 1% | -10% | 5% | 0% | -1% | -10% | 2% | -2%
2 | Cc1ccc(C)c2[nH]c(=O)c(CN(Cc3cccnc3)C(=S)NCc3ccco3)cc12 | 2% | ? | nt | -9% | i | nt | -2% | -1%
3 | O=c1nc(Nc2ccc(Br)cc2)sc2ccc([N+](=O)[O-])cc12 | -10% | -5% | nt | 13% | i | ? | 5% | -9%
4 | O=C(CCCc1nc2ccccc2s1)NCc1ccccc1 | 4% | 6% | 2% | 3% | i | 2% | 6% | -1%
5 | Cc1cccc(-c2nc3scc(CCNS(=O)(=O)c4ccc(Oc5ccccc5)cc4)n3n2)c1 | ? | nt | nt | -11% | nt | 2% | nt | -1%
6 | C=CCc1cc(C)ccc1OCCOCCn1ccnc1 | 3% | 2% | -8% | 0% | -5% | -8% | 3% | 1%
7 | O=C1CC(Sc2nnnn2C2CCCCC2)C(=O)N1c1ccccc1 (centres undefined) | -7% | 8% | ? | -6% | i | ? | -3% | -7%
8 | Cn1nnnc1SCC(=O)Nc1ccccc1Cl | 5% | -2% | ? | -2% | 6% | 1% | -1% | -4%
9 | COc1ccc(C(=O)N2N=C3CC(C)(C)OCC3C2c2ccccc2)cc1 (centres undefined) | -7% | 13% | 0% | -8% | -2% | -1% | 8% | -1%
10 | COc1ccc(OC)c(CCNC(=O)CCCn2c(=O)c3cccn3c3ccccc32)c1 | -14% | nt | nt | 0% | nt | 2% | nt | -2%
11 | O=C(N/N=C1/C[C@@H](O)[C@@H](O)[C@@H]2[C@@H]3C(=O)N(c4cccc(Oc5ccccc5)c4)C(=O)[C@H]3CC[C@@H]12)OCc1ccccc1 | 5%[11.6 µM] | nt | nt | -5%[11.2 µM] | 0%[11.5 µM] | -8%[11.5 µM] | nt | -4%[11.2 µM]
12 | CC(C)c1ccc(NC(=O)c2cc3c(=O)oc4ccccc4c3s2)cc1 | -6% | nt | nt | 1% | nt | ? | nt | -1%
13 | COc1ccc(C(C)(C)C)cc1NC(=O)COC(=O)c1ccc([N+](=O)[O-])o1 | 7% | -19% | -26% | -3% | -4% | -5% | 0% | -4%
14 | CN(C)/C=N/c1nc2nccc(-c3cccs3)n2n1 | -7% | ? | 0% | -11% | i | -7% | 13% | -2%
15 | COc1cc(OC)c(NS(=O)(=O)c2c(C(=O)N3CCCCCC3)c(C)n(C)c2C)cc1Cl | -3% | nt | nt | 0% | nt | -2% | nt | ?
16 | Cc1cccc(-n2ncc3c(Nc4ccc(C)c(Cl)c4)ncnc32)c1 | 8.9µM* | nt | nt | 5% | nt | 11% | nt | 1%
17 | CCN=C1SC(C(=O)Nc2ccc(OCC)cc2)CC(=O)N1CC (centres undefined) | -7% | 2% | nt | -9% | -2% | 1% | 3% | 0%
18 | CC1(C(=O)NC2CCCCCCC2)CC1(Cl)Cl (centres undefined) | 1% | 0% | 1% | 3% | i | -6% | 1% | -1%
19 | CCN(CC)C(=O)c1cc2c(=O)n3ccccc3nc2s1 | 3% | ? | nt | -1% | 0% | -6% | -2% | -4%
20 | CC1(C(=O)O)CCC(C(=O)Nc2ccccc2)C1(C)C (centres undefined) | 4% | 2% | 4% | -18% | 2% | -9% | 1% | 0%
21 | Cc1cc2nc(SCCOC(=O)Nc3ccccc3)nc(C)c2cc1C | -7% | -10% | 12% | -4% | -13% | -12% | -5% | 2%
22 | CCCCNC(=O)c1cc(C)no1 | 0% | 0% | nt | -4% | -15% | -4% | 11% | -5%
23 | CCOc1nc(-c2ccccc2Cl)ccc1C#N | -8% | -2% | 65%[activator] | -4% | 0% | -19% | -1% | -2%
24 | Cc1ccc(C(=O)COC(=O)C(Cc2c[nH]c3ccccc23)NC(=O)c2ccc(C(C)(C)C)cc2)cc1 (centres undefined) | -4% | nt | nt | -1% | nt | ? | nt | ?
25 | Cc1ccccc1CN1CCN(CC2CC3C=CC2C3)CC1 (centres undefined) | -4% | ? | nt | 8% | -12% | -5% | 7% | 1%
26 | CC1(C)CC(=O)C2=C(C1)Oc1nc3ccccc3cc1C2C(C#N)C#N (centres undefined) | -13% | -20% | -5% | -17% | -9% | ? | 33%[activator] | 0%
27 | Cc1cc(C)n2nc(CCc3ccccc3)nc2n1 | -6% | -4% | nt | 3% | -1% | -11% | 5% | 1%
28 | CCOC(=O)CNC(=O)CSc1nnc(-c2c[nH]c3ccccc23)n1CC | 0% | 0% | nt | 2% | -6% | nt | 5% | -2%
29 | O=C(COC(=O)CC12CC3CC(CC(C3)C1)C2)Nc1ncc(Cl)cc1Cl | 9% | -9% | nt | -2% | -19% | -14% | 11% | -4%
30 | Cc1ccc(CSc2nc(=O)c3c(n2C)NC(=O)CC3c2ccc(OC(C)C)cc2)cc1 (centres undefined) | 8% | nt | nt | 5% | nt | ? | nt | 6%
31 | CC1=C(c2ccc(C(C)C)cc2)S(=O)(=O)N=C1N1CCC(C(=O)NCc2ccccc2)CC1 | 2% | nt | nt | 0% | nt | -10% | nt | 2%
32 | Cc1onc(-c2ccccc2)c1C(=O)N1CCN(c2ncccn2)CC1 | -2% | -6% | -14% | 3%[53 µM] | 11% | -3% | 6% | -2%[53 µM]
33 | O=[N+]([O-])c1ccc2nc(NCCCO)nc(-c3ccccc3)c2c1 | 1% | 6% | -1% | 4% | 6% | -3% | 2% | 0%
34 | O=C(CSc1nc2c(c(=O)n1-c1ccc(Br)cc1)SCC2)Nc1nccs1 | -14% | 1% | 8% | nt | -14% | -5% | -7% | nt
35 | NC(=O)c1nnn(-c2ccc([N+](=O)[O-])cc2)c1-c1ccccc1 | -1% | -7% | 3% | 12% | i | -6% | -21% | -4%
36 | CC(C)c1ccc(CNC(=O)C(=O)Nc2nccs2)cc1 | -9% | ? | nt | 1% | 0% | -9% | 4% | -1%
37 | COc1ccc(N2CCN(CCCNC(=O)CC3Oc4ccc(C)cc4NC3=O)CC2)cc1 (centres undefined) | 0% | -4% | -9% | -5% | i | ? | -2% | -7%
38 | COc1cccc(/C=C/C(=O)NNC(=O)CCN2CCN(Cc3ccccc3)CC2)c1 | 5% | ? | nt | 2% | i | -6% | -4% | 1%
39 | Fc1ccc(NC(=S)Nc2ccc3nccnc3c2)cc1 | 0% | -11% | 3% | 1% | i | ? | 235%[activator] | -1%
40 | CCOC(=O)C1CCCN(C2CCN(Cc3nc(-c4ccccc4)no3)CC2)C1 (centres undefined) | -5% | 8% | 4% | -4% | i | 7% | 6% | -8%
41 | CCOC(=O)c1cc(C)n(-c2ccccc2)c1C | -9% | -3% | -12% | 0% | i | -9% | 4% | -3%
42 | Cc1ccn2c(C(=O)NN=C3CCN(C)CC3)c(C)nc2c1 | -10% | -5% | nt | 9% | 0% | -4% | -1% | -2%
43 | CCOC(=O)c1ccc(Nc2ncnc3nc[nH]c23)cc1 | -2% | ? | 1% | -7% | 1% | -5% | 3% | 0%
44 | Cc1ccc(C(=O)N/N=C\c2cc(Br)c(Br)o2)cn1 | -1% | -30% | -23% | 3% | 1% | ? | 2% | -4%
45 | COc1cc(OC)c(NC(c2nnc(-c3ccccc3)o2)c2ccc(F)cc2Cl)cc1Cl (centres undefined) | 12% | nt | nt | -5% | nt | -9% | nt | 0%
46 | CCOC(=O)N1CCC(NC(=O)CCN2C(=O)C3C4C=CC(C4)C3C2=O)CC1 (centres undefined) | 8% | -4% | nt | -18% | 0% | 1% | 5% | -4%
47 | O=C(Cc1ccc(-c2ccccc2)cc1)NNC(=S)NCc1ccco1 | -11% | 7% | nt | 0% | 14% | 10% | -1% | -1%
48 | NC(=S)Nc1ccc(Cl)cc1Cl | -2% | -1% | -1% | -7% | -8% | -9% | -4% | 4%
49 | COc1ccc(OC)c(-c2nc(C(N)=O)c3c(n2)n(-c2ccc4c(c2)OCO4)c(=O)n3C)c1 | 2% | nt | nt | -3% | nt | -10% | nt | -3%
50 | Cc1ccccc1C(=O)N(Cc1ccc(N(C)C)cc1)CC1CCCO1 (centres undefined) | 2% | nt | nt | -5% | nt | -10% | nt | 1%
51 | CC(C)(C)NC(=O)NC(=O)COC(=O)CNC(=O)c1cc(Cl)cc([N+](=O)[O-])c1 | -6% | -3% | 2% | -1% | i | -9% | 1% | 1%
52 | O=C(N/N=C/c1cc2c(cc1[N+](=O)[O-])OCO2)c1cccnc1 | nt | -27% | nt | -3% | i | nt | 10% | -4%
53 | Cc1ccc(C)n1-c1ccc(C(=O)N2CCOCC2)cc1 | -17% | ? | 4% | -8% | -12% | ? | 0% | -2%
54 | Cc1c(C(=O)Nc2ccc(OC(F)(F)F)cc2)sc2nc3n(c(=O)c12)CCC3 | -7% | 12% | -3% | 4% | -4% | ? | -6% | 1%
55 | CN(C)c1ccc(CNn2cnnc2SCc2ccccc2F)cc1 | 6% | 0% | -16% | -16% | -5% | -8% | -27% | -2%
56 | Cc1ccc(NC(=O)COc2ccc(CCO)cc2-n2nc3ccccc3n2)cc1C | 0% | ? | 0% | 5% | -5% | ? | -10% | -7%
57 | O=C(Nc1ccc2oc(-c3cccc(Cl)c3Cl)nc2c1)c1cccc(Br)c1 | ? | nt | nt | -2% | nt | -12% | nt | -9%
58 | Cc1ccc(CNS(=O)(=O)NCc2cccs2)cc1 | 4% | -5% | 4% | 2% | 6% | -2% | -1% | -1%
59 | O=S(=O)(c1ccc(Cl)cc1Cl)n1ccnc1 | -5% | nt | nt | -6% | nt | -8% | nt | 4%
60 | CC(=O)NC1C(=O)N(CCc2ccccc2)c2ccc(Br)cc21 (centres undefined) | -2% | -2% | nt | -9% | -9% | -16% | -2% | -1%
61 | COc1ccc(Cn2c(C)c(C)c(C#N)c2NC(=O)Nc2ccc(F)cc2)cc1 | -16% | 2% | -1% | -6% | 5% | -25% | 24% | 1%
62 | CCCCCC(=O)Nc1cccc(C2=NOC3(C2)C[C@@H](C(N)=O)N(C(=O)c2ccc(OC)cc2)C3)c1 (some centres undefined) | -7% | -2% | nt | 0% | -4% | 7% | 1% | -3%
63 | CCOc1ccc(/C=C(\C#N)C(=O)Nc2sc3c(c2C(=O)OC)CCC3)cc1OC | -2% | nt | nt | 5% | nt | ? | nt | 4%

Screening data as filed in PubChem.
